Bioassay records (PubChem BioAssay)
S3 lipid droplet: qHTS Assay for Lipid Storage Modulators in Drosophila S3 Cells; Drosophila S3 cells, BODIPY lipid droplet fluorescence, 18-24 h; cells fed with added oleic acid; lipid storage change, negative = inhibition, % at the top dose, mostly 46.1 µM; hits show Potency in µM; hit rate 0.64% among 320,000; AID 2685; active = well fitted inhibition curve with a large enough effect in the signal ratio, with a control signal flat, not every such curve was filed as active; inconclusive = small, poorly fitted or top-dose-only effect, or effect the other way, or a change in a side signal; the % refers to the signal ratio
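Drosophila S3 cells got compounds at several concentrations plus oleic acid (400 uM solution). Laser-scanning cytometry with 488 nm excitation read lipid droplets at 500-530 nm and cells at 575-640 nm. Percent activity was relative to 20 uM Triacsin C.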
S3 lipid droplet cell count max: recorded beside S3 lipid droplet, whose call it bears; cell number change, %; measured here: cell count max response;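 cells counted by Cell Tracker Red CMTPX staining in the red channel; peak over a dose series mostly up to 46.1 µM; percent activity relative to internal control wells on each plate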
Active calls of the source: *; i = inactive; u = inconclusive; x = no result given; [ ] = another dose, or the depositor's remark. % is set by controls: 0 for no effect and ±100 for the full control effect; potency is the fitted concentration of half-maximal effect. The list is partial; rates above refer to the full screens.

molecule | S3 lipid droplet | S3 lipid droplet cell count max
O=C1C2C3c4ccccc4C(c4ccccc43)[C@@H]2C(=O)N1c1ccccn1 (some centres undefined) | -2% | 10
O=S1OC(c2ccccc2)c2cc(Cl)ccc21 (centres undefined) | u | x
CCN1CCN(c2ccc(NC(=O)c3ccc(Cl)c(S(=O)(=O)N4CCCC4)c3)cc2)CC1 | u | x
N=C1/C(=C\c2ccc(Br)o2)C(=O)N=C2SC(CC(=O)N3CCCCC3)=NN12 | u | x
O=C(CN1C(=O)COc2ccccc21)c1cccc(Cl)c1 | 24% | -10
COc1ccc(N(C(=O)c2ccc(F)cc2)C2=CC3CCC(C2)N3C)cc1 (centres undefined) | u | x
Cc1ccc(-n2nc(C)c3c(-c4cccs4)c(C#N)c(N)nc32)cc1 | u | x
COc1ccccc1CN(Cc1nc2ccccc2c(=O)[nH]1)C(=O)Nc1ccc(C)cc1 | u | x
Cc1ccc(S(=O)(=O)N(C)C)cc1NC(=O)COC(=O)/C=C/c1cccs1 | i | x
COc1ccccc1N1CCN(S(=O)(=O)CCNC(=O)C23CC4CC(CC(C4)C2)C3)CC1 | -11% | -16
CS/C(=N\S(=O)(=O)c1cccs1)NC(=O)CSc1nc2ccccc2s1 | u | x
O=C(O)c1cc(O)ccc1NC(=O)C1CCCO1 (centres undefined) | u | x
COc1ccc(C2N(C(=O)C(F)(F)F)C(C)CN2S(=O)(=O)c2ccc(C)cc2)cc1 (centres undefined) | i | x
CCOC(=O)c1c(C)[nH]c(C)c1C(=O)CSc1nc(N)cc(=O)[nH]1 | u | x
Cc1cc(C)cc(N)c1 | u | x
COc1ccccc1N1CCN(c2ccc(-c3ccccc3)nn2)CC1 | u | x
COc1ccc(N(CC(=O)N2CCOCC2)S(C)(=O)=O)cc1 | 5% | 0
CCOc1ccccc1-n1c(SCC(=O)Nc2ccc(CC)cc2)nc2n[nH]c(C)c2c1=N | u | x
CCOC(=O)N1CCC(Nc2c(NCCN3CCN(c4cccc(Cl)c4)CC3)c(=O)c2=O)CC1 | u | x
C=C(C)COc1ccc(-c2n[nH]c(C)c2-c2ccccc2OC)c(O)c1 | u | x
COc1ccc([N+](=O)[O-])cc1/C=N/NC(=O)Cc1ccccc1 | -9% | -9
Cc1nn(C)c(Cl)c1C(=O)NCC(=O)O | u | x
O=C(CCNS(=O)(=O)c1cccc2nsnc12)NCc1ccco1 | 3% | -7
COc1cc(NC(=O)CN2CCCCC2C)c(C)cc1[N+](=O)[O-] (centres undefined) | u | x
CS(=O)(=O)N1CCC(Oc2ccccc2C(=O)N2CCCCC2CO)CC1 (centres undefined) | u | x
Cc1nn(-c2ccccc2)c2sc(C(=O)N3CCCCC3)cc12 | u | x
Cc1ccccc1OCC(=O)Nc1nnc(S(=O)(=O)N2CCCC2)s1 | -22% | -18
COc1ccc(S(=O)(=O)Nc2ccc(N3CCOCC3)cc2)cc1Br | u | x
CN1C(=O)C2(OCC(COc3ccc(Cl)cc3)O2)c2ccccc21 (centres undefined) | u | x
CC(=O)NC(CC(=O)OCC(=O)c1c(N)n(CC(C)C)c(=O)n(C)c1=O)c1ccccc1 (centres undefined) | -16% | -12
O=C(O)c1cc2ccc3cccc4ccc(c1)c2c34 | -5% | 9
O=C(COC(=O)c1ccco1)NC1CCCC1 | i | 9
O=C(Nc1nncs1)c1cccc(S(=O)(=O)N2CCc3ccccc32)c1 | u | x
COc1ccc(CCNC(=O)Cn2cnc3scc(-c4ccccc4)c3c2=O)cc1OC | u | x
CC(NC(=O)C(=O)Nc1nccs1)c1ccccc1 (centres undefined) | u | x
CC(NS(=O)(=O)c1ccc2c(c1)OCCCO2)C(=O)O (centres undefined) | 3% | -20
CCOC(=O)c1nc(-c2ccc(OC)c(OC)c2)no1 | 0% | -8
Cn1cccc1CC(=O)N/N=C\c1c2ccccc2cc2ccccc12 | u | x
O=C(c1cc(-c2cccnc2)nc2ccccc12)N1CCCc2ccccc21 | u | x
COc1ccc(C/C(O)=C(\C#N)c2nc3ccccc3s2)cc1 | u | x
CCCn1c(N)c(C(=O)CSc2nc3ncc(Cl)cc3[nH]2)c(=O)n(C)c1=O | u | x
Cn1cc([N+](=O)[O-])c(C(=O)Nc2ccc3nc(-c4ccccc4)[nH]c3c2)n1 | u | x
Nn1c(SCC(=O)NC2CCCCC2)nnc1-c1ccccc1 | 12% | -3
O=C(O)c1ccc(/C=N/Nc2ccc(F)cc2F)cc1 | -23% | -9
Cc1ccc(-c2c3c(=O)n(C)c(=O)n(C)c3cn2Cc2cccnc2)cc1 | u | x
CC(Oc1ccccc1)C(=O)N1CCN(c2ncccn2)CC1 (centres undefined) | u | x
CC1=C(C(=O)NCCN2CCOCC2)C2(CCC(C)CC2)OC1=O (centres undefined) | u | x
COc1ccc(S(=O)(=O)N2CCN(C(=O)CCOc3ccccc3)CC2)cc1OC | -23% | -4
CC1=NNC(=O)C1C(c1cccc(O)c1)C(C#N)C#N (centres undefined) | 2% | -11
CCN(Cc1ccccc1)Cc1nc(CCc2ccccc2)no1 | u | x
O=C(COc1ccc2ccc(=O)oc2c1)Nc1cccnc1 | i | -1
COc1ccc(-c2cc(=O)oc3cc(OCC(=O)N[C@@H](Cc4c[nH]c5ccccc45)C(=O)O)ccc23)cc1 | 17% | -21
Cn1cccc1/C=C1\CCc2ccccc2C1=O | 0% | 4
Cc1cccc(NC(=S)NNC(=O)c2csc(C)c2)c1 | 1% | x
COc1ccccc1/C=C(\NC(=O)c1cccc(C)c1)C(=O)Nc1ccccn1 | u | x
COc1cc(S(C)=O)ccc1-c1nc2ncccc2[nH]1 (centres undefined) | u | x
O=C(CNC(=O)c1ccc(Br)o1)NCc1ccc(Cl)cc1Cl | u | x
CC1C/C(=N\NC(=O)c2cccnc2)CC(C)(C)C1 (centres undefined) | u | x
O=C(/C(=N/N=C/c1ccc(O)c(O)c1)c1ccccc1)c1ccccc1 | u | x
CCSc1nc(-c2ccco2)ccc1C#N | u | x

Grouped by structure, the entries above containing an NH in an aromatic ring
molecule | S3 lipid droplet | S3 lipid droplet cell count max
COc1ccccc1CN(Cc1nc2ccccc2c(=O)[nH]1)C(=O)Nc1ccc(C)cc1 | u | x
CCOC(=O)c1c(C)[nH]c(C)c1C(=O)CSc1nc(N)cc(=O)[nH]1 | u | x
CCOc1ccccc1-n1c(SCC(=O)Nc2ccc(CC)cc2)nc2n[nH]c(C)c2c1=N | u | x
C=C(C)COc1ccc(-c2n[nH]c(C)c2-c2ccccc2OC)c(O)c1 | u | x
CCCn1c(N)c(C(=O)CSc2nc3ncc(Cl)cc3[nH]2)c(=O)n(C)c1=O | u | x
Cn1cc([N+](=O)[O-])c(C(=O)Nc2ccc3nc(-c4ccccc4)[nH]c3c2)n1 | u | x
COc1ccc(-c2cc(=O)oc3cc(OCC(=O)N[C@@H](Cc4c[nH]c5ccccc45)C(=O)O)ccc23)cc1 | 17% | -21
COc1cc(S(C)=O)ccc1-c1nc2ncccc2[nH]1 (centres undefined) | u | x

Going on with the list.
molecule | S3 lipid droplet | S3 lipid droplet cell count max
O=C(N/N=C\c1ccccc1)c1sccc1-n1cccc1 | 17% | 0
O=C(Cc1cccs1)N(c1ccc(Br)cc1)C1C=CS(=O)(=O)C1 (centres undefined) | u | x
CC1CC(C)CN(S(=O)(=O)c2ccc(C(=O)NCc3ccco3)cc2)C1 (centres undefined) | 0% | 1
COc1cc(NC(=O)c2ccc3c(=O)n(Cc4ccco4)c(=S)[nH]c3c2)cc(OC)c1OC | u | x
CCOC(=O)N1CCN(C(=O)c2cccc(S(=O)(=O)Nc3ccc(OC)cc3)c2)CC1 | u | x
COC(=O)c1ccc2c(C)c(C(C)(C)O)[nH]c2c1 | u | x
COc1ccc(NC(=O)CSc2ncnc3c2nnn3-c2ccc(F)cc2)c(OC)c1 | 5% | -5
COc1ccc(S(=O)(=O)NCC2CCCO2)cc1NC(=O)c1ccccc1F (centres undefined) | 26µM* | -5.1*
COc1ccc(OC)c(/C=N/NC(=O)CSc2cc(C)nc3c(OC)cccc23)c1 | u | x
Cc1nn(C)cc1/C=N/NC(=O)Cn1nccc1C | -19% | -30
CC(O)CNCCCOc1cccc(C(F)(F)F)c1 (centres undefined) | u | x
COc1cc(C(=O)N2CCN(Cc3ccc4c(c3)OCO4)CC2)c([N+](=O)[O-])cc1OC | i | x
O=c1[nH]c2cc3c(cc2cc1CN(Cc1ccco1)C(=S)NCC1CCCO1)OCCO3 (centres undefined) | -16% | -20
O=C(CSc1nnc(CN2CCCCC2)n1-c1ccccc1)c1ccc2c(c1)OCO2 | u | x
COc1ccc(C2Nc3ccccc3C(=O)N2c2ccccc2)cc1Cn1cc([N+](=O)[O-])cn1 (centres undefined) | u | x

6 neighbouring entries already listed:
molecule | S3 lipid droplet | S3 lipid droplet cell count max
COc1ccc(NC(=O)CSc2ncnc3c2nnn3-c2ccc(F)cc2)c(OC)c1 | 5% | -5
COc1ccc(S(=O)(=O)NCC2CCCO2)cc1NC(=O)c1ccccc1F (centres undefined) | 26µM* | -5.1*
COc1ccc(OC)c(/C=N/NC(=O)CSc2cc(C)nc3c(OC)cccc23)c1 | u | x
Cc1nn(C)cc1/C=N/NC(=O)Cn1nccc1C | -19% | -30
CC(O)CNCCCOc1cccc(C(F)(F)F)c1 (centres undefined) | u | x
COc1cc(C(=O)N2CCN(Cc3ccc4c(c3)OCO4)CC2)c([N+](=O)[O-])cc1OC | i | x

Next records.
molecule | S3 lipid droplet | S3 lipid droplet cell count max
Cc1nc(/C=[N+](\[O-])C(C)(C)/C=N/O)n(O)c1C | u | x
C/C(=C\c1ccccc1)CN1CCN(c2ccccc2)CC1 | u | x
O=C1CCCN2N=C(SCC(=O)N3N=C(c4ccc(Br)cc4)CC3c3ccc(F)cc3)SC2=N1 (centres undefined) | 3% | x
COc1ccc(C(=O)Cc2ccccc2)cc1OC | 0% | -11
C/C(=N\NC(=O)c1nn(C)c(C)c1Br)c1ccc(NC(=O)C2CCCC2)cc1 | i | -25
COc1ccc(/C=N/NC(=O)c2cccnc2)cc1CSc1nc2ccccc2s1 | 16% | 1
COC(=O)Nc1ccc(C)c2nsnc12 | 13% | 6
Cn1cc(C(CC(=O)O)C(=O)O)c2ccccc21 (centres undefined) | u | x
CCn1c(CNc2ccc(Cl)cc2)nnc1SCC#N | 10% | 9
Cc1cc(C)cc(NC(=O)[C@@H](NC(=O)c2ccco2)C(C)C)c1 | 8% | 20
O=C(CC12CC3CC(CC(C3)C1)C2)NCc1ccc(F)cc1 | u | x
Cc1oc2c(F)c(F)c(F)c(F)c2c1S(=O)(=O)Nc1cccc(C(F)(F)F)c1 | -21% | -26
COc1cc(OC)c(C(=O)OCC(=O)c2cc(C)n(CC3CCCO3)c2C)cc1OC (centres undefined) | u | x
Cc1ccccc1CC(=O)N1CCCC(CCC(=O)N2CCN(c3ccccn3)CC2)C1 (centres undefined) | u | x
O=C(CCN1CCN(c2ccccc2)CC1)Nc1nccs1 | i | x
CCOC(=O)c1c(C)nc2sccn12 | 18% | 4
CC(C)(C)C1CCc2sc(-c3nnc(CCl)o3)cc2C1 (centres undefined) | 1% | x
Cc1cc(NC(=O)c2ccc(Cl)cc2)no1 | u | x
O=C(CSc1ccccn1)N1CCCC(Nc2ccccc2)C1 (centres undefined) | -13% | -11
COc1ccc(Br)cc1CN1CCCCCCC1 | 4% | 10
CCOC(=O)[C@@H]1[C@H]2COc3cc(OC)ccc3[C@@H]2N2C(=O)N(c3ccc(C)cc3)C(=O)[C@@]12C | i | -11
CCOC(=O)CNC(=O)c1ccccc1 | -17% | -9
Fc1ccc(-n2c(Cc3ccccc3)nnc2SCc2nc(-c3ccc(Cl)cc3)no2)cc1 | u | x
O=C(NCCc1ccccn1)C1CC(=O)N(Cc2ccccc2Cl)C1 (centres undefined) | 1%[9.22 µM] | 14
CC1CCCN(C(=O)CSc2nnc(-c3ccc(S(=O)(=O)N4CCOCC4)cc3)n2C)C1 (centres undefined) | u | x
Cc1cc(C)c2nc(N3CCCC(C(=O)N4CCN(c5ncccn5)CC4)C3)sc2c1 (centres undefined) | u | x
COC(=O)CN(C)C(=O)c1ccc(OC2CCN(S(=O)(=O)N(C)C)CC2)cc1 | 0% | -11
CCN(CC)S(=O)(=O)c1ccc(S(=O)(=O)NCc2cccs2)cc1 | u | x
CC(C)CCNC(=O)C(CC(C)C)N(Cc1ccc2c(c1)OCO2)C(=O)c1snc(C(N)=O)c1N (centres undefined) | u | x
CCOC(=O)CNC(=S)N(Cc1ccc(C)cc1)Cc1ccc(C)o1 | u | x
COc1ccc(-c2cc3nc(-c4ccccc4)cc(N4CCCC(O)C4)n3n2)cc1 (centres undefined) | 6% | -12
CCCCn1c(SCC(=O)c2ccc(OCC)cc2)nc2cc(S(N)(=O)=O)ccc21 | u | x
COc1ccc(Br)c(C(=O)Nc2ccc(F)cc2)c1 | 6% | x
CCc1sc(C(=O)Nc2nccs2)cc1C | u | x
CN(CCO)CC(O)CN(c1ccccc1)c1ccccc1 (centres undefined) | 4% | 16
O=C(CCNS(=O)(=O)c1ccc(Br)cc1)NC1CCCCC1 | -6% | 10
CC(C)(c1ccccc1)c1ccc(OCCCN2CCNCC2)cc1 | -21% | -22
Cc1cccc(OCc2nnc(SC(C)C(=O)O)n2Cc2ccccc2)c1 (centres undefined) | u | x
O=C(NCCOC(=O)c1ccc(S(=O)(=O)N2CCOCC2)cc1)c1cccnc1 | 4% | -5
